Screens deposited in PubChem BioAssay by Sanford-Burnham Center for Chemical Genomics.
Mdm2 MdmX PPI: human Mdm2/MdmX binding inhibition | O15151+Q00987 | SaOS-2 split-luciferase Mdm2/MdmX complementation, luminescence | inhibition, % at 8 µM | 330,000 compounds, 3% hits;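 active = inhibition of at least 50% at 8 µM in the primary screen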
Target sequence (O15151 whole entry, looked up): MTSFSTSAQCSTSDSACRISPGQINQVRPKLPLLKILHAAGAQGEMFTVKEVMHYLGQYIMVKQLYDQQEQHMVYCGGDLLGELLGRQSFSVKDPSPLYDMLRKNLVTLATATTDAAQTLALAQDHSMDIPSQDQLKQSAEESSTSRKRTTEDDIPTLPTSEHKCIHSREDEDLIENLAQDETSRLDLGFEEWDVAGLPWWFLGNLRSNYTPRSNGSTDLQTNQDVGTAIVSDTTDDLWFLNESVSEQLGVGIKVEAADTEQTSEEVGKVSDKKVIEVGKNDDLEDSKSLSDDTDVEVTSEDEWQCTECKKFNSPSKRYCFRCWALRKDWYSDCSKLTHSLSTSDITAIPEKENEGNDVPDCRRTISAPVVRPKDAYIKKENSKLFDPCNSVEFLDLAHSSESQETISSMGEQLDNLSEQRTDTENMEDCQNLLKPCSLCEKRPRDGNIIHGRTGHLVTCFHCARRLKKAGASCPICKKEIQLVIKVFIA
Target sequence (Q00987 whole entry, looked up): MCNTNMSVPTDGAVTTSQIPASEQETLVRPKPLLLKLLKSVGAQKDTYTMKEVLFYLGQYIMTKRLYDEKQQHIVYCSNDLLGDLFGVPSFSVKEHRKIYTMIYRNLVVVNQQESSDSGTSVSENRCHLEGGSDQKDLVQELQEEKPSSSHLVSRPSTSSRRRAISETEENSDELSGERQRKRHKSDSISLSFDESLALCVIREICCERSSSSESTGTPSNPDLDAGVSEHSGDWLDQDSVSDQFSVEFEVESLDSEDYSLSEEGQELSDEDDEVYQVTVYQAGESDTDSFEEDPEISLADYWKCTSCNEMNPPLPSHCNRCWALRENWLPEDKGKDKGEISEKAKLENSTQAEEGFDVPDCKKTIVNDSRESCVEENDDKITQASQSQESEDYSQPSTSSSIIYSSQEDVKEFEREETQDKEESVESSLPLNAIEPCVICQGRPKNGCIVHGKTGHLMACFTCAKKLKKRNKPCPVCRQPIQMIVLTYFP
APJ antagonist: antagonists of human APJ apelin receptor | P35414 | CHO-K1 APJ beta-arrestin complementation, luminescence | inhibition, % at 20 µM | 330,000 compounds, 0.32% hits;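 active = inhibition above about 40% at 20 µM, limit read from the data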;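 note: cells challenged with 10 nM apelin-13 agonist together with compound; plate controls were apelin-13 plus DMSO wells for no effect and DMSO wells lacking apelin-13 for full effect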
CHOP UPR activ: apoptotic UPR (CHOP) activation; CHO-CHOP luciferase reporter, luminescence; percent of tunicamycin response over DMSO baseline; AID 449763; activation, % at 10 µM; 330,000 compounds, 0.34% hits;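 active = at 10 µM dose, activation of 40% or more, normalized to positive control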;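 note: 100% = tunicamycin at 10 µg/mL and 0% = DMSO alone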
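Assay system: CHO cells with stable CHOP pathway luciferase reporter; Buffer or medium: F12 plus 10% serum; Times: 16-18 h cell attachment, then 6 h compound exposure, 37 °C; Signal: luciferase luminescence; Read-out basis: percent activation relative to tunicamycin control; Control set: tunicamycin high control, DMSO low control.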
CXCR6 inh: inhibitors of human CXCR6 receptor; O00574; CHO-K1 PathHunter CXCR6 beta-arrestin, luminescence; inhibition, % at 20 µM; 360,000 compounds, 0.36% hits; in the data active = inhibition above about 34%, passing the limit was not always enough;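 note: antagonist mode with CXCL16 agonist at 10 nM final; 0% = 10 nM CXCL16 with DMSO and 100% = unstimulated wells without agonist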
APJ agonist: agonists of human APJ apelin receptor. 330,000 compounds, 0.11% hits. activation, % at 20 µM. CHO-K1 APJ PathHunter beta-arrestin, luminescence; 0% DMSO wells, 100% apelin. P35414;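 active = activation more than six SD over the plate average, tested at 20 µM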;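 note: 0% = DMSO alone and 100% = apelin-13 at 10 nM; some results filed as inactive read as strong as hits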
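Material: engineered CHO-K1 APJ arrestin reporter cells; amount: 1000 CHO-K1 reporter cells seeded per well; incubation: compound stimulation 90 min at 25 °C, detection 60 min; signal: luminescent beta-gal fragment complementation, chemiluminescent substrate; read-out basis: APJ agonist activity; controls: DMSO-only wells as negative, 10 nM Apelin-13 as positive control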
TIM10 inh: inhibits growth of TIM10 yeast strain; S. cerevisiae TIM10 strain growth, BacTiter-Glo luminescence, 24 h; inhibition, % at 10 µM; 330,000 compounds, 1.4% hits; AID 463195;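 active = inhibition of 40% or more at the single tested concentration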;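 note: wild-type TIM10 isogenic control strain grown at permissive 25 °C; 0% = DMSO yeast wells and 100% = minimal medium wells without yeast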
tim10-1 inh: tim10-1 yeast growth inhibition | inhibition, % at 20 µM | 330,000 compounds, 2.2% hits | S. cerevisiae tim10-1 ts strain growth, BacTiter-Glo, 24 h;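 active = inhibition of at least 40%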;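 note: mutant grown at 25 °C; 0% = DMSO wells with yeast and 100% = wells holding no yeast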
tim23-1 inh: growth inhibitors of tim23-1 mutant yeast; inhibition, % at 20 µM; 330,000 compounds, 1.3% hits; S. cerevisiae tim23-1 growth, BacTiter-Glo luminescence, 24 h; AID 463212;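 active = growth inhibition of the mutant yeast at or above 50%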;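 note: temperature-sensitive mutant grown at 25 °C; plate controls were DMSO-treated mutant yeast for no effect and medium wells lacking yeast for full effect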
XBP1 UPR activ: adaptive UPR (XBP1) activation; activation, % at 20 µM; 330,000 compounds, 0.33% hits; CHO-XBP1 luciferase reporter, IRE1-XBP1 UPR activation, luminescence; percent of tunicamycin response, DMSO as zero; AID 463104;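 active = versus positive control, 20 µM dose yields 30% or more activation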;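 note: 100% = tunicamycin at 10 µg/mL and 0% = DMSO only wells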
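Material: CHO cell line with stable XBP1 luciferase reporter; schedule: 16-18 h cell attachment at 37 °C, then 6 h compound exposure; signal: glow luminescence from Steady-Glo reagent; medium: serum-containing F12 medium, 10% FBS; benchmarks: tunicamycin 10 µg/mL and vehicle-only wells; read-out: percent activation relative to tunicamycin reference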
* = called active by the depositor; / = no result given. An excerpt; count on the stated rates, not on these rows.

mol	tim23-1 inh	CXCR6 inh	TIM10 inh	APJ antagonist	APJ agonist	Mdm2 MdmX PPI	tim10-1 inh	CHOP UPR activ	XBP1 UPR activ
CN(C(=O)COC(=O)/C=C/c1ccc(F)cc1)c1c(N)n(Cc2ccccc2)c(=O)[nH]c1=O	5.6	3.4	10.8	10.4	1.5	11.9	-2.1	-0.1	-2.3
Cc1ccc(C(=O)NC(=S)N(C)C2CCCCC2)cc1Br	8.5	38.4	19.0	21.6	-8.6	33.2	25.4	2.7	-2.1
COC(=O)c1cn(C)c2ccc(S(=O)(=O)N3CC(C)CC(C)C3)cc2c1=O (stereo not drawn)	17.1	-0.8	-14.6	-8.4	-4.2	6.1	18.5	-2.4	-3.9
COc1ccc(CCN2C(=O)NC(NS(=O)(=O)c3ccccc3)(C(F)(F)F)C2=O)cc1OC (stereo not drawn)	-1.4	0.7	7.0	29.2	-3.1	-0.6	-15.1	1.7	-2.2
O=C(Cn1nc(-c2ccc3c(c2)OCCO3)ccc1=O)Nc1cccc(NC(=O)c2ccccn2)c1	-1.4	/	9.6	-6.1	-2.9	12.2	3.6	1.9	17.6
CCOC(=O)c1c(NC(=O)COc2ccccc2OCC)sc2c1CC(C)(C)NC2(C)C	31.8	-1.2	25.9	17.1	9.5	96.5*	31.1	3.5	13.5
Cc1ccc2c(n1)CC(C)(C)CC2=O	19.5	3.4	-4.7	0.6	-4.7	15.2	11.5	-1.0	0.4
Cc1cc(C)cc(C(=O)NCCCc2ccccc2)c1	24.0	-0.7	-9.8	-35.0	-2.8	-3.1	36.3	-0.9	-1.6

Entries above marked active in Mdm2 MdmX PPI.
Molecule,CXCR6 inh,TIM10 inh,APJ antagonist,Mdm2 MdmX PPI,XBP1 UPR activ
CCOC(=O)c1c(NC(=O)COc2ccccc2OCC)sc2c1CC(C)(C)NC2(C)C,-1.2,25.9,17.1,96.5*,13.5

(continued)
mol	tim23-1 inh	CXCR6 inh	TIM10 inh	APJ antagonist	APJ agonist	Mdm2 MdmX PPI	tim10-1 inh	CHOP UPR activ	XBP1 UPR activ
O=C1COc2ccc(C(=O)COC(=O)c3cccnc3Cl)cc2N1	2.4	3.9	1.3	8.0	-1.7	3.2	-6.6	2.7	1.3
CC(=O)NC(NC(C)=O)c1cccc(OCc2ccccc2)c1	10.7	-5.6	8.2	5.7	1.3	24.8	6.4	0.7	0.8
O=C1CCN(CCCc2ccccc2)CCN1CCO	-9.3	-1.0	-2.4	2.1	-1.6	-14.7	-8.1	-0.9	-3.8
CCC(CC)=NNc1cccc([N+](=O)[O-])c1	9.3	-4.6	23.0	0.0	3.9	-18.5	17.1	-1.2	-1.8
NC(=O)NC(=O)Nc1ccccc1Cl	-3.6	-4.8	5.5	15.7	-3.9	12.5	7.1	1.0	-1.4
CCCc1cc(=O)[nH]c(SCC(=O)C(C)(C)C)n1	6.0	-2.5	-3.8	-6.8	-5.9	-0.1	28.4	-1.3	-0.7
O=C(Nc1ccc2oc(=O)ccc2c1)c1ccccc1[N+](=O)[O-]	13.6	-10.2	3.4	-8.1	0.3	-4.2	5.3	-0.4	-0.5
O=C(c1ccc(F)cc1)C1CCN(CCn2c(=S)[nH]c3ccccc3c2=O)CC1	15.4	/	-10.1	15.8	-3.4	16.6	10.0	-1.9	-7.0
COc1ccc(NS(=O)(=O)c2cccc(C(=O)NCC(c3cccs3)N3CCOCC3)c2)cc1 (stereo not drawn)	-6.7	-5.1	-5.0	8.1	-1.4	20.0	-15.7	2.2	-2.2
O=C1c2ccccc2C(Nc2cccnc2)N1Cc1ccccc1 (stereo not drawn)	15.2	-7.1	-1.4	-2.5	-1.3	-7.0	12.3	1.3	0.1
c1ccc(-c2cnn3nnnc3n2)cc1	12.0	-15.2	8.8	-7.1	6.5	17.0	8.7	-1.1	-3.7
CC1CC(=O)Nc2ccccc2N1S(=O)(=O)c1cccs1 (stereo not drawn)	0.8	-8.8	5.9	0.4	-1.0	16.3	-1.3	-0.1	-0.1
COc1ccc(N2Cc3cccc(C(=O)NC(C)CCc4ccco4)c3C2=O)cc1 (stereo not drawn)	37.4	7.4	3.1	4.3	-3.8	16.1	22.8	3.8	-0.7
C=CCSC1=NN2CCS(=O)(=O)N=C2S1	-5.4	-6.2	6.3	18.4	-3.0	17.9	3.0	0.5	-2.3
CCNc1nc(SC(C(C)=O)C(C)=O)nc(N(C)C)n1	9.6	-20.1	6.9	23.4	-3.5	18.9	5.4	-3.7	-5.0
COc1ccc(Nc2ncnc3c2cnn3-c2cccc(C)c2)cc1OC	-12.6	0.9	4.7	2.3	-0.4	12.6	-1.1	1.3	7.5
CCOC(=O)Cc1csc(NC(=O)CCNS(=O)(=O)c2ccc3c(c2)CCC(=O)N3)n1	3.5	-1.3	-6.0	5.9	8.2	13.0	6.6	2.7	1.8
CCc1cccc(CC)c1NC(=O)c1ccc(-n2cncn2)nc1	-6.9	1.9	-8.2	-11.3	-2.2	-18.6	-13.7	1.7	3.0
CCCCn1c(N)c(N(CC(C)C)C(=O)c2ccc(OCc3c(C)noc3C)cc2)c(=O)[nH]c1=O	24.7	-1.4	4.7	-4.2	-4.3	8.6	4.1	0.0	-0.9
Cc1cccc(N(CC(=O)NCC2CCCO2)C(=O)CCC(=O)Nc2cc(C)on2)c1 (stereo not drawn)	3.4	8.9	14.1	0.3	-1.4	-1.7	5.3	-0.1	-1.1
CCc1ncc(CN2CCCCC2C(=O)Nc2ccc(Oc3ccccc3)nc2)cn1 (stereo not drawn)	-4.5	-5.6	9.1	2.1	-3.3	7.9	8.8	2.1	-1.9
CCN(CC)S(=O)(=O)c1ccc(C(=O)NCc2ccc3c(c2)OCO3)cc1	23.3	0.8	17.0	6.7	2.2	-10.6	11.8	1.0	-0.6
Nc1nnc(SCC(=O)Nc2nccs2)s1	10.2	3.0	3.6	5.4	-3.2	10.9	-2.0	-1.5	-4.4
CCOC(=O)NN1C(=O)c2ccccc2NC1c1ccc(OC)cc1OC (stereo not drawn)	-2.1	-3.3	6.0	2.4	-2.7	-4.6	-14.0	0.0	0.6
CC(NC(=O)[C@H](C)NC(=O)[C@@H]1CSC2c3ccccc3C(=O)N21)c1ccccc1 (stereo partly drawn)	8.0	-0.7	-2.6	2.1	-2.2	3.7	-12.3	-0.8	-4.3
Cc1nnc(NC(=O)CSc2nnc3c(n2)[nH]c2ccc(Br)cc23)s1	-10.8	6.2	-32.6	4.0	0.1	17.8	-25.2	2.3	-1.1
Cc1cccc(N2CCN(C(=O)Cn3cccc3)CC2)c1C	8.3	-2.0	-2.3	-2.2	-3.5	11.4	-12.1	2.0	-0.1
Cc1nc2ccccc2n1CC(=O)N/N=C\c1ccccn1	11.3	2.4	-4.0	2.5	8.4	10.8	8.2	-0.4	-0.6
CCCC[C@@H]1C=C(C(=O)O)[C@H](c2ccc(C)cc2)N1S(=O)(=O)c1ccc(C)cc1	5.7	5.0	10.0	3.0	-3.3	0.7	6.7	-0.3	-0.7
NS(=O)(=O)c1ccc(CNC(=O)CNC(=O)c2ccc(F)cc2)cc1	9.6	-0.6	-4.6	0.4	-1.1	22.0	12.9	-0.6	2.1
COc1cccc(OCC(O)CN2CCC(C)CC2)c1 (stereo not drawn)	-1.7	0.8	2.0	22.0	-2.4	-4.6	-15.5	0.0	-1.3
Cc1ccc(SCc2ccc(C(=O)NCc3cccnc3)cc2)cc1	22.0	-1.6	23.0	-5.2	-1.1	18.1	17.3	3.2	-1.7

Among those listed so far, these have bromine.
mol	tim23-1 inh	CXCR6 inh	TIM10 inh	APJ antagonist	APJ agonist	Mdm2 MdmX PPI	tim10-1 inh	CHOP UPR activ	XBP1 UPR activ
Cc1ccc(C(=O)NC(=S)N(C)C2CCCCC2)cc1Br	8.5	38.4	19.0	21.6	-8.6	33.2	25.4	2.7	-2.1
Cc1nnc(NC(=O)CSc2nnc3c(n2)[nH]c2ccc(Br)cc23)s1	-10.8	6.2	-32.6	4.0	0.1	17.8	-25.2	2.3	-1.1

New compounds follow:
mol	tim23-1 inh	CXCR6 inh	TIM10 inh	APJ antagonist	APJ agonist	Mdm2 MdmX PPI	tim10-1 inh	CHOP UPR activ	XBP1 UPR activ
CC1=C(C(=O)N2CCOCC2)C(c2ccsc2)C2=C(CCCC2=O)N1 (stereo not drawn)	3.9	-3.9	4.2	-28.8	1.0	-9.6	-2.3	-0.8	-0.6
COc1ccc(C2CC(c3ccccc3)=NN2c2ccc(N)cc2)cc1 (stereo not drawn)	51.3*	5.4	26.5	-32.9	0.9	28.1	28.0	2.6	1.1
CCOC(=O)N1CCN(C(=O)COC(=O)c2cc(Cl)cc(Cl)c2)CC1	14.0	3.2	-7.5	2.4	-0.6	-0.2	6.8	-0.6	-2.7
COCCN(Cc1cc2cccc(C)c2[nH]c1=O)C(=O)c1ccccc1	13.5	2.1	3.3	9.4	10.2	-20.0	12.0	0.7	-0.5
O=C(CSc1nc(=O)n2ccccc2n1)NC1CCCCC1	1.4	-1.4	2.3	-9.6	-3.4	10.3	16.7	-0.8	-0.9
Cc1c(N2C(=O)/C(=C\C3CC=CCC3)SC2=S)c(=O)n(-c2ccccc2)n1C (stereo not drawn)	47.8	9.9	42.1*	0.4	3.1	-20.5	45.5*	0.5	-2.5
CC#CCN1c2ccccc2[C@]23C[C@@H](C(=O)OC)N(C(=O)c4cc(C)oc4C)C2=NC(C(=O)OC)=C(C(=O)OC)[C@H]13	20.8	2.4	12.9	10.4	-0.3	32.4	0.2	2.0	-1.3
COc1ccc(-c2nnc3sc(C(C)N4C(=O)c5ccccc5C4=O)nn23)cc1 (stereo not drawn)	28.4	-2.2	-24.5	-17.9	-1.0	13.9	9.9	0.6	0.3
COc1cc2c(cc1OC)C1Cc3ccc(OC)c(OC)c3CN1CC2 (stereo not drawn)	6.6	-2.1	3.4	-1.6	-3.1	18.7	6.0	-0.4	2.2
CCOC(=O)C1=C(N)N2C(=O)C(C)SC2=C(C(=O)OCC)C1c1cc(OC)c(OC)c(OC)c1 (stereo not drawn)	17.9	2.2	5.5	5.4	-2.5	10.2	1.0	-1.4	-1.8
CCOc1nc2ccccc2nc1C	10.2	-11.7	0.6	14.0	-1.7	5.1	6.7	2.1	-0.7
Cc1nn(-c2ccccc2)c(C)c1/C=N/NC(=O)c1cc(-c2ccc(Br)s2)[nH]n1	10.7	11.0	-1.6	-8.7	-3.1	48.7	8.4	3.0	15.2
COc1cc2c(cc1OC)[C@@H](NC(=O)c1ccc(C(F)(F)F)cc1)[C@H](OCc1ccccc1)C2	27.3	13.7	-2.9	/	/	2.5	16.3	0.8	36.3*
